AmpC no deterg = qHTS Inhibitors of AmpC Beta-Lactamase (assay without detergent). P00811. AmpC nitrocefin hydrolysis, absorbance 480 nm, 0.0001% Triton. Potency, µM (series often up to 57.1 µM), inactives show at the highest dose activity change, negative = inhibition, usual class: inhibitors. 330,000 tested, 0.52% active;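 note: potency is the fitted concentration of half-maximal effect; plate controls were no compound for no effect and no enzyme for full effect; nearly all actives have a fitted effect of over 20% in size; some results filed as inactive show a strong effect at the top dose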
Target sequence (P00811 whole entry, looked up): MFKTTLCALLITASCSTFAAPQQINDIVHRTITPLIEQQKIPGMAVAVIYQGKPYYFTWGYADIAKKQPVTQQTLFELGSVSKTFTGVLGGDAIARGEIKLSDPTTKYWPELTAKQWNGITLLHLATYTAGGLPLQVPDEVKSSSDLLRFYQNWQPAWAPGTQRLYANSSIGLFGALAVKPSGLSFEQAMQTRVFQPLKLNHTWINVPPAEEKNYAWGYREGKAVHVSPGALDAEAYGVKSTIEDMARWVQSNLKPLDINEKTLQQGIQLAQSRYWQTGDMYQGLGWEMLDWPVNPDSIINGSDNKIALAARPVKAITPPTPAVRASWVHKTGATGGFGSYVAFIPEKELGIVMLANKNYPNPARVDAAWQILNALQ
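AmpC (5.3 nM in the dispensed reagent) in 20 mM phosphate pH 7.0 with 0.01% (detergent screen) or 0.0001% Triton X-100 was preincubated with compounds for 15 min at room temperature. Nitrocefin was then added from an 800 uM solution, and hydrolysis was followed at 480 nm.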
AmpC inh detg = qHTS Inhibitors of AmpC Beta-Lactamase (assay with detergent) | Potency, µM (highest dose often 114 µM), without a hit: top-dose activity change, negative = inhibition, actives largely listed as inhibitors | P00811 | 370,000 tested, 0.041% active | AID 485294, 2010 | AmpC hydrolysis of nitrocefin, absorbance 480 nm, 0.01% Triton;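 note: potency is the fitted concentration of half-maximal effect; 0% = no-compound wells and -100% = no-enzyme wells; nearly all actives have a fitted effect of over 25% in size; some results filed as inactive show a strong effect at the top dose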
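AmpC (5.3 nM in the dispensed reagent) in 20 mM phosphate pH 7.0 with 0.01% (detergent screen) or 0.0001% Triton X-100 was preincubated with compounds for 15 min at room temperature. Nitrocefin was then added from an 800 uM solution, and hydrolysis was followed at 480 nm.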
Shiga toxin inh = A qHTS for Small Molecule Inhibitors of Shiga Toxin; Vero cells, Shiga toxin protein synthesis inhibition reporter; inhibition, % at 38.7 µM; 290,000 tested, 9.2% active; AID 2315, 2010; in the data active = inhibition mostly above about 28%, no sharp cut-off; inactive = mostly below about 43%; note: 0% is about no effect
AMA1-RON2 inh = qHTS for Inhibitors of AMA1-RON; Towards Development of Antimalarial Drug Lead: Primary Screen; Plasmodium falciparum AMA1 (3D7) - RON2 peptide interaction; AlphaScreen AMA1-biotinylated RON2 peptide binding; Potency, µM (doses to about 58.2 µM), for the others: at the highest dose activity change, negative = inhibition, most hits filed as inhibitors; 360,000 tested, 0.2% active; AID 720542, 2013;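 note: potency is the fitted concentration of half-maximal effect; 0% = vehicle wells and -100% = peptide control; nearly all actives have a fitted effect of over 45% in size; some results filed as inactive show a strong effect at the top dose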
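AMA1 (3D7) with his tag at 25 nM final met compounds first, then biotinylated RON2 peptide at 25 nM; detection used donor plus acceptor beads, 10 µg/mL apiece, read by AlphaScreen after 30 min at room temperature.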
Giardia FBPA inh = qHTS Assay for Inhibitors of Fructose-1,6-bisphosphate Aldolase from Giardia Lamblia | A8B2U2 | purified Giardia FBPA | Potency, µM (doses to about 59.6 µM), for inactives: top-dose activity, negative = inhibition, hits mostly inhibitors | 290,000 tested, 0.71% active | AID 2451, 2010; note: potency is the fitted concentration of half-maximal effect; % is set by controls: 0 for no effect and ±100 for the full control effect; nearly all actives have a fitted effect of over 55% in size
Target sequence (A8B2U2 whole entry, looked up): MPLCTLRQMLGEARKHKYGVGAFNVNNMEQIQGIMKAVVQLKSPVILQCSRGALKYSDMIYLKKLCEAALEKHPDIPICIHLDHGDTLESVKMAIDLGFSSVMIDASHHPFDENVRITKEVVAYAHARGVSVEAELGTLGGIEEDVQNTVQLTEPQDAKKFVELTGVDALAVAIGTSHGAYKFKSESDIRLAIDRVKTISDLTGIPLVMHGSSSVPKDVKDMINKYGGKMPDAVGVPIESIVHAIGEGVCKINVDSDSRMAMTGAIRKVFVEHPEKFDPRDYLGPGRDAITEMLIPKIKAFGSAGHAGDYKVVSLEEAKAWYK
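Giardia FBPA (40 nM reagent) was preincubated 10 min at RT with compound (up to 57.5 uM final), then substrate plus GAPDH/TPI/NAD/arsenate coupling system with diaphorase/resazurin was added; resorufin fluorescence (525/598 nm) was read after 20 min.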
HCMV antiviral = qHTS Assay for inhibitors of the human cytomegalovirus (HCMV) | 410,000 tested, 4.5% active | activity change, negative = inhibition, % at 57.5 µM | HFF cells, HCMV-luciferase reporter, 72 h; hits give low values; in the data active = activity change below about -60%; inconclusive = no clear call, values can overlap the other calls; inactive = above about -39%; note: % is set by controls: 0 for no effect and ±100 for the full control effect
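Screen run at 2 compound doses on HFFs infected with reporter HCMV, MOI 1 PFU/cell. Luciferase activity from cell lysates at 72 h post infection gave inhibition relative to buffer-only and Salinomycin wells.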
Cycloheximide cs = Cycloheximide Counterscreen for Small Molecule Inhibitors of Shiga Toxin. 300,000 tested, 12% active. max response, %. AID 2314, 2010. cell reporter, cycloheximide protein synthesis inhibition counterscreen; in the data active = max response mostly above about 13%, no sharp cut-off; inactive = mostly below about 14%; note: read at 38.3 µM for the half of the compounds with a filed dose; 0% is about no effect
An asterisk follows results filed as active; ? = inconclusive; / = no result given; & = joins results of further samples; [ ] = another dose, or the depositor's remark. Unless noted, calls come from the whole dose curve; as a rule, active = well fitted curve in the direction sought with a large enough effect; inconclusive = small, poorly fitted or top-dose-only effect, or another doubt; inactive = no such curve, though single readings can be large; an effect the other way counts as inactive or inconclusive.

SMILES | AMA1-RON2 inh | AmpC no deterg | Giardia FBPA inh | HCMV antiviral | AmpC inh detg | Shiga toxin inh | Cycloheximide cs
CCN(CC)C(=O)Cn1nc(-c2ccc(Cl)cc2)c2ccccc2c1=O | 0% | 107%[activator] | 3% | ? | ? | 17 | 0
COc1ccc(C2(CNC(=O)c3ccc(N)cc3)CCCC2)cc1 | -2% | -3% | 4% | 65 | ? | / | -3
COc1ccc(Cc2nnc(NC(=O)CS(=O)(=O)c3ccc(C)cc3)s2)cc1OC | -25% | -1% | 0% | 9 | 6% | -4 | -4
COc1ccccc1NC(=S)NNC(=O)c1nn(C)cc1Cl | 0% | -7% | ? | -19 | 6% | 45 | 14
COC(=O)c1sccc1NC(=O)Nc1ccc(C)c(C)c1 | -8% | -59% | / | 22 | -2% | 72* | 41*
COc1ccc(OC)c(NC(=O)NNC(=O)COc2ccc(F)cc2F)c1 | 35%[activator] | 0% | 2% | / | 0% | -7 | -2
COCCN(C(=O)CSc1nc(-c2ccccc2)cn1N)c1c(N)n(Cc2ccccc2)c(=O)[nH]c1=O | 8% | 2% | / | -16 | ? | / | /
O=C1N=C(N2CCCCC2)S/C1=C/C1=Cc2ccccc2OC1 | 8% | 68%[activator] | -4% | 4 | ? | 76* | 37*
Cc1cc(-c2sccc2C)nc(-n2cccc2)n1 | 18% | -22% | 4% | 37 | -5% | 45 | 11
CCCCc1ccc(NC(=O)CC(C)(C)C)cc1 | 26% | -4% | -8% | 56 | -9% | 164* | 144*
O=C(Nc1ccccc1C(=O)Nc1ccccc1C(=O)NCc1ccco1)c1ccco1 | -4% | -33% | 0% | -19 | 1% | 3 | 1
Cc1cc(NC(=O)c2cc(-c3cccnc3)nc3c(C)c(C)ccc23)no1 | -1% | 17% | 5% | -64* | 1% | -4 | -3
CCOC(=O)/C(=N/Nc1ccccc1)N1CCCc2ccccc21 | ? | 25µM* | -27% | -63* | 18% | 16 | 1
COc1cc(/C=C2\SC(=O)N(c3ccc(Cl)cc3)C2=O)cc([N+](=O)[O-])c1O | -17% | -22% | -21% | ? | -1% | 23 | 0
CC(C)(C)n1ncc2c(=O)n(Cc3ccc(Cl)c(Cl)c3)cnc21 | 2% | -6% | 10% | 16 | -7% | 22 | 8
CC1(C)C(C=C(Cl)Cl)C1C(=O)N(Cc1cccc(Cl)c1)C1CCS(=O)(=O)C1 (stereo unspecified) | 1%[2.32 µM] | 54% | -1% | 16 | ? | -7 | -1
CCCCC(CCC(=O)O)(C(=O)OCC)c1csc(Nc2ccc(OCC)cc2)n1 (stereo unspecified) | -1% | -13% | 2% | -30 | 4% | 19 | 1
Nc1c([N+](=O)[O-])c(=O)oc2ccccc12 | -12% | -7% | 1% | 29 | ? | -6 | 6
COc1cccc(NC(=O)N2CCCC2C(=O)Nc2ccc3c(c2)OCO3)c1 (stereo unspecified) | 5% | -24% | -4% | 25 | -10% | -6 | -4
Cc1cccc(NC(=S)NC(C)(C)CC(C)(C)C)c1 | 2% | -49% | -5% | -65* | -3% | 18 | -3
Cc1cccc(N2CCN(C(=O)Cn3ccc4ccccc4c3=O)CC2)c1C | -24% | -7% | 0% | -22 | -12% | 15 | 7
NC(=O)NC(=O)CSc1nc(C2CCCCC2)n(-c2ccccc2)n1 | 14% | -30% | 5% | -14 | 1% | 3 | 11
Cc1cc(Br)ccc1NC(=O)CSc1nnc(CN2CCOCC2)n1C | -9% | 36% | -25% | -18 | -1% | -14 | -3
CCc1nnc(NC(=O)CSc2nc(-c3ccccc3)nc3ccccc23)s1 | -9%[11.6 µM] | -8% | 1% | -22 | -12% | -14 | -2
Clc1cccc(-c2nnc3sc(-c4ccc5c(c4)OCO5)nn23)c1 | / | -24% | 4% | / | -12% | -10 | -4
Cc1ccccc1N(C(=O)CNC(=O)c1ccco1)C(C(=O)NC1CCCCC1)c1cccnc1 (stereo unspecified) | 5% | -10% | 4% | -27 | 1% | 3 | -2
CCCc1cc(=O)[nH]c(SCC(=O)NC(=O)OCC)n1 | 0% | -5% | -23% | ? | -5% | -5 | -2
O=C(O)c1ccccc1/C=N/n1c(C2CCCCC2)n[nH]c1=S | 48%[activator] | -16% | ? | 19 | -10% | -5 | -4
CC1(c2ccccc2)NC(=O)N(CC(=O)N2CCN(S(=O)(=O)c3cccs3)CC2)C1=O (stereo unspecified) | -7% | 2% | / | -26 | -12% | / | /
S=C(NCc1ccco1)Nc1ccc(Oc2ccccc2)cc1 | 27% | -49% | -15% | -35 | 1% | 54 | 34*

Other structures:
SMILES | AMA1-RON2 inh | AmpC no deterg | Giardia FBPA inh | HCMV antiviral | AmpC inh detg | Shiga toxin inh | Cycloheximide cs
O=C1N/C(=N\N=C\c2cccs2)SC1Cc1ccc(Cl)c(Cl)c1 (stereo unspecified) | 13% | -31% | 9% | -26 | -12% | 1 | 13
CCC1CCCCN1C(=O)CCNS(=O)(=O)c1ccc2c(c1)oc(=O)n2C (stereo unspecified) | 6% | -1% | / | -9 | 4% | 0 | 8
Nc1nc(Cl)cc(-c2ccccc2)n1 | 18% | -15% | 3% | 27 | 3% | -3 | 1
Cc1cc(C)n(-c2ccc(C(=O)Nc3cccnc3Cl)cc2)n1 | 11% | -6% | -13% | -8 | 1% | 13 | 5
CSc1nc2c(C)c(C)c(C)c(C)c2[nH]1 | -20% | -20% | 1% | -7 | 0% | 23 | -2
N#Cc1ccc(-c2ccc(OCC(=O)NCCCN3CCCC3=O)cc2)cc1 | 8% | -19% | 3% | -19 | -5% | 35 | 17
CCCCC(Sc1nc(C)c(Cc2ccccc2)c(=O)[nH]1)C(=O)O (stereo unspecified) | 0% | -14% | 6% | -6 | -14% | 15 | 3
COc1ccc(C(=O)N2CCCCCC2)cc1OC1CCN(C(C)=O)CC1 | 10% | 6% | 1% | -78* | -18% | -3 | 5
Cc1cc2c(Nc3ccc(C(=O)O)cc3)ncnc2s1 | 27% | -14% | -7% | 28 | 3% | -5 | -1
COc1cc2c(C(=O)NCc3ccc(C)o3)cn(CC(C)C)c(=O)c2cc1OC | -2% | 56% | -4% | -35 | ? | -27 | 13
COc1ccccc1/C=C/C(=O)OCC(=O)NC1CCCCCC1 | 12% | -17% | / | -35 | 7% | / | /
COc1ccc(/C=N/OC/C(O)=C(\C#N)c2nc3ccccc3[nH]2)cc1 | 68%[activator] | -27% | -11% | -10 | -11% | -16 | -2
CCC(=O)NCc1cc(-c2nn(C)c(=O)c3ccccc23)ccc1OC | 0% | -1% | 2% | 80&24 | -9%&16% | -11 | -1
Cn1c(=O)c2c(nc(Br)n2Cc2nnc(N)s2)n(C)c1=O | -16% | -11% | 1% | 43 | ? | -6 | -2
O=C(CSc1ccc2ccccc2n1)N1CCC(c2noc3ccc(F)cc23)CC1 | -12% | -2% | 3% | -3 | ? | -4 | 3
C/C(=N\NC(=O)c1c(C)nc2ccccn12)c1cccc([N+](=O)[O-])c1 | -17% | -20% | -5% | -26 | 0% | 21 | 9
O=C(Nc1ccc2nsnc2c1)N1CCCCCC1 | 5% | -22% | -26% | 21 | -5% | 109 | 43*
COc1ccc(C2SCC(=O)N2CCc2ccc(OC)c(OC)c2)cc1 (stereo unspecified) | -5% | -6% | -11% | -71* | -6% | 22 | 3
CCc1c(C)nc2ncnn2c1NCc1cccs1 | 7% | -15% | / | -69* | 0% | -13 | -2
Cn1c(-c2csc(-c3cccc(C(F)(F)F)c3)n2)n[nH]c1=S | 158%[activator] | -38% | 7% | -84* | 3% | 32 | 6
CCn1c2ccccc2c2cc(NC(=O)c3cc(OC)cc(OC)c3)ccc21 | -11% | -25% | -3% | -92* | -8% | 1 | -5
Cc1ccc2nc(SCC(=O)Nc3ccc4sc(C)nc4c3)c(C#N)cc2c1 | -2% | -17% | 6% | -26 | -1% | -4 | 10
CC1=CC(c2ccccc2)n2nc(N3C(=O)c4ccccc4C3=O)nc2N1 (stereo unspecified) | 34%[activator] | -20% | -1% | 38 | 0% | -9 | -1
Cc1c(NS(=O)(=O)c2cc(Br)cc3c2N(C(=O)C2CC2)CC3)c(=O)n(-c2ccccc2)n1C | -14% | -15% | 4% | / | -8% | -6 | -1
COc1ccc(N2CCN(C(=O)CN(Cc3ccc(Cl)cc3)S(C)(=O)=O)CC2)cc1 | -15% | 120%[activator] | 0% | -36 | ? | -8 | -3
COc1cccc(Nc2nc(NCC3CCCO3)c3ccccc3n2)c1 (stereo unspecified) | -10% | -6% | -8% | ? | -7% | 7 | 9
COCCOc1cc(-n2cccc2)c(Cl)cc1Cl | -11% | -8% | 11% | 4 | 3% | -8 | -2
COC(=O)c1sc(C(=O)OC)c(C(=O)OC)c1C(=O)OC | 7% | -9% | 7% | -20 | -13% | -3 | -4
COc1cc2c(cc1OC)CN(C(C)C(=O)Nc1ccc(NC(C)=O)cc1)CC2 (stereo unspecified) | -9% | 1% | 1% | 31 | 1% | -6 | -2
COc1ccc(SCCN2CC[C@@H](NC(=O)OCc3ccccc3)CCC2=O)cc1 | -1% | 91%[activator] | / | -24 | 0% | / | /

Carrying on:
SMILES | AMA1-RON2 inh | AmpC no deterg | Giardia FBPA inh | HCMV antiviral | AmpC inh detg | Shiga toxin inh | Cycloheximide cs
CCOC(=O)c1sc(=S)n(C)c1NC(=O)c1ccccc1Cl | 6% | -19% | 7% | 16 | -1% | -15 | -9
O=c1c2ccccc2cnn1CCOc1cccc(Br)c1 | -15% | 3% | -11% | 29 | 5% | 120* | 51*
O=C1CS/C(=N/N=C/c2ccncc2)N1 | 22% | -11% | -9% | 7 | -4% | -1 | -2
Nc1nnc(SCC(=O)OCc2ccccc2)s1 | 2% | -22% | 8% | -30 | ? | -3 | -1

Compounds above with a cyano group (3):
SMILES | AMA1-RON2 inh | AmpC no deterg | Giardia FBPA inh | HCMV antiviral | AmpC inh detg | Shiga toxin inh | Cycloheximide cs
N#Cc1ccc(-c2ccc(OCC(=O)NCCCN3CCCC3=O)cc2)cc1 | 8% | -19% | 3% | -19 | -5% | 35 | 17
COc1ccc(/C=N/OC/C(O)=C(\C#N)c2nc3ccccc3[nH]2)cc1 | 68%[activator] | -27% | -11% | -10 | -11% | -16 | -2
Cc1ccc2nc(SCC(=O)Nc3ccc4sc(C)nc4c3)c(C#N)cc2c1 | -2% | -17% | 6% | -26 | -1% | -4 | 10
